CHO-K1 Ca PAM – M1 PAM counterscreen hit in parental CHO-K1 cells; ATP EC20, Fluo-8 calcium fluorescence; 0% at ATP EC20, 100% at ATP max; activation, % at 3 µM; actives 0.02% (n = 360,000); AID 602247;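 active means activation above the run cutoff, the mean activation of all test compounds plus 3 SD, cut at about 40% in these data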;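 further: peak over basal fluorescence ratio in a 140 s read after ATP addition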
CHO-K1 Ca antag – M1 antagonist counterscreen hit in parental CHO-K1 cells; ATP-induced calcium, Fluo-8 fluorescence; inhibition, % at 3 µM; actives 0.6% (n = 360,000); AID 602250;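 active means inhibition above a per-plate cutoff, the plate's mean sample inhibition plus 3 SD, cut at about 24% in these data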;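 further: 0% = DMSO plus EC80 ATP and 100% = DMSO alone without ATP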
OXTR potentiator – human OXTR potentiation; activation, % at 3 µM; P30559; CHO-OTR cells, Fluo-8 calcium fluorescence, potentiator mode; 0% = oxytocin EC15, 100% = EC100; AID 2445; actives 0.061% (n = 320,000);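 active means activation above that plate's cutoff, the mean activation of tested compounds plus 3 SD, cut at about 6.6% in these data, passing the limit was not always enough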;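 further: 100% uses oxytocin at 75 nM as the full agonist control; some results filed as inactive read as strong as hits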
Target sequence (P30559 whole entry, looked up): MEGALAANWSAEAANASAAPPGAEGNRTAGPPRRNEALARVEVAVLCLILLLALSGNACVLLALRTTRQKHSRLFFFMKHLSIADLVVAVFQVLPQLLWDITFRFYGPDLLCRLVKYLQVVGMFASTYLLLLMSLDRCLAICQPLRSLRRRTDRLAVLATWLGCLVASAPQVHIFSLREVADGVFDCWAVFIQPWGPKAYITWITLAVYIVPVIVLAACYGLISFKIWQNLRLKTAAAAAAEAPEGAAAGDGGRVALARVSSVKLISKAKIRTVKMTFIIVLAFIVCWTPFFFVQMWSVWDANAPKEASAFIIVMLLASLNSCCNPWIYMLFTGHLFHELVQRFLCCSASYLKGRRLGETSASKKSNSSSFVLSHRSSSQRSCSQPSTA
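Dosing: Single dose, 3.0 µM nominal final compound concentration | Material: Human OTR in CHO cells | Technique: Kinetic Fluo-8 calcium fluorescence | Benchmarks: EC15 oxytocin alone as 0%, 75 nM oxytocin as 100% | Probe or stimulus: Oxytocin at about EC15, sub-maximal agonist stimulus | Incubation: Compound 6 min at room temperature before oxytocin, 100 s read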
M1 ag parental – M1 agonist counterscreen hit in parental CHO-K1 cells; activation, % at 3 µM; actives 0.48% (n = 360,000); AID 602248; Fluo-8 calcium fluorescence; scaled to maximal ATP response, vehicle zero; in the data active means activation above about 15%;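 further: untransfected CHO-K1 host cells lacking M1 receptor as counterscreen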
TAAR1 antag – human TAAR1 antagonism. inhibition, % at 3 µM. CHO RD-HGA16 TAAR1, Fluo-8 calcium fluorescence, antagonist. actives 1.5% (n = 360,000). Q96RJ0. AID 624466;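 active means inhibition above a per-plate cutoff, the mean inhibition of test compounds on that plate plus 3 SD, cut at about 49% in these data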;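 further: 0% = DMSO plus EC80 beta-PEA response and 100% = DMSO alone without agonist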
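Assay system: CHO-derived RD-HGA16 cells stably expressing human TAAR1 plus Gα16. Timing: 140 s kinetic read after compound, 140 s after agonist. Technique: kinetic Fluo-8 calcium fluorescence measurement. Measure: % inhibition of agonist calcium response.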
CHO parental Ca – counter-screen: ATP calcium response change in parental CHO cells; parental CHO-K1, ATP-induced calcium, Fluo-8 fluorescence; inhibition, % at 5.6 µM; actives 0.63% (n = 330,000); AID 463079;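 active means inhibition above that plate's mean sample inhibition plus 3 SD, cut at about 26% in these data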;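 further: 0% = ATP-challenged DMSO wells and 100% = DMSO wells without ATP; some compounds past the cut are filed as inactive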
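Test system: untransfected parental CHO cell line; also added: ATP stimulus; dosing: 5.6 µM, single dose; signal: calcium-sensitive Fluo-8 fluorescence; measure: percent inhibition of ATP-evoked calcium rise, normalized to controls; benchmarks: low control ATP plus DMSO, high control DMSO only; replication: one well per compound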
V1R ag counter – counter-screen for oxytocin receptor agonists: human V1a receptor agonists. P37288. CHO-V1R cells, Fluo-8 calcium fluorescence, agonist mode; 0% DMSO, 100% 3 nM vasopressin. activation, % at 3 µM. actives 0.25% (n = 320,000). AID 2797;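 active means activation above the mean activation of all tested compounds plus 3 SD, per screening run, cut at about 20% in these data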;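 further: signal is peak over basal fluorescence ratio across a 100 second FLIPR read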
M1 ag – human M1 muscarinic receptor agonism; CHO-K1 hM1, Fluo-8 calcium fluorescence, agonist mode; 0% DMSO, 100% acetylcholine EC100; activation, % at 3 µM; actives 0.33% (n = 360,000);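 active means activation above the run's mean compound activation plus 3 SD, cut at about 16% in these data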;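 further: peak over basal fluorescence ratio within a 140 s kinetic read after compound addition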
Target sequence (P11229 whole entry, looked up): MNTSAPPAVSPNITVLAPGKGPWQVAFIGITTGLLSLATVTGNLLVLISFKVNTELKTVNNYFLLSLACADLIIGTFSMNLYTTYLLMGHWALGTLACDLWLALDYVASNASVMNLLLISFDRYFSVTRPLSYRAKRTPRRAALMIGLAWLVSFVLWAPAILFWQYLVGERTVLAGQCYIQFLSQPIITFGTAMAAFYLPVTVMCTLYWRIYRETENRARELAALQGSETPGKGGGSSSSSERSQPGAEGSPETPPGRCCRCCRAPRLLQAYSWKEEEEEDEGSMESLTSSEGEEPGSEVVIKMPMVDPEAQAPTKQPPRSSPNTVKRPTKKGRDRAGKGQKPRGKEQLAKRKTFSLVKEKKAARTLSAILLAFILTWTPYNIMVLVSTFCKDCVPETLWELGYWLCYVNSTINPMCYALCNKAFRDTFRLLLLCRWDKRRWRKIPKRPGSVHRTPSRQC
TAAR1 agonist – agonists of human TAAR1; Q96RJ0; CHO RD-HGA16 TAAR1, Fluo-8 calcium fluorescence; vehicle wells 0%, saturating PEA agonist 100%; activation, % at 3 µM; actives 0.99% (n = 360,000); AID 624467;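 active means activation above the mean activation of all test compounds in the run plus 3 SD, cut at about 38% in these data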
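Repeats: no replicates (n 1) | Material: CHO-derived RD-HGA16 cells with stable Gα16 and human TAAR1 | Technique: Kinetic Fluo-8 calcium fluorescence | Schedule: 17-24 h seeding, 75 min 37 °C dye, 30 min RT | Evaluation: % activation from peak over basal fluorescence ratio, DMSO-to-PEA scaled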
An asterisk follows results filed as active; · = no result given.

SMILES | CHO-K1 Ca PAM | CHO-K1 Ca antag | OXTR potentiator | M1 ag parental | TAAR1 antag | CHO parental Ca | V1R ag counter | M1 ag | TAAR1 agonist
CCCCN1CNC(=S)N(c2ccccc2OCC)C1 | 1 | -2 | -3 | 0.1 | -12 | -11 | 0.2 | -2 | 16
CC(C)(C)OC(=O)[C@H](Cc1ccccc1)NC(=O)c1[nH]cnc1C(=O)Nc1ccc(Cl)cc1 | 7 | -6 | -11 | 0.1 | -8 | -8 | 1.5 | -4 | 0
COc1ccccc1N1CCN(Cc2ccc(O)c3ncccc23)CC1 | -11 | -26 | 6 | 0.0 | 14 | -14 | 0.0 | -14 | 1
Cn1ccc2c(-c3ccccc3F)cc3c(c21)C1CCC3C1 (configuration not stated) | -3 | 20 | · | 0.4 | -14 | · | · | -2 | -2
CCn1nc(C)c(Br)c1C(=O)Sc1ccccc1Cl | 20 | -10 | -6 | 1.4 | -28 | 3 | -0.2 | -1 | 1
COc1cc(NC(=O)Nc2nc(C(N)C(C)C)cs2)cc(OC)c1OC (configuration not stated) | -13 | 4 | · | -0.1 | 5 | · | · | -2 | 0
Cc1ccc(S(=O)(=O)N2CCCOC2CNC(=O)C(=O)NCc2ccncc2)cc1 (configuration not stated) | 20 | -1 | 2 | 0.7 | 5 | -7 | -0.4 | -6 | 2
O=C(CSc1ncn[nH]1)NCCc1ccc(Cl)cc1 | -15 | 16 | 2 | -0.2 | 21 | 3 | 0.7 | -1 | 0
CCCCc1nnc(SCC(=O)Nc2nccs2)n1CC | 10 | -8 | 0 | 1.1 | 3 | -2 | 1.2 | -3 | 0
Cc1c(/C=N/Nc2nc3ccccc3[nH]2)c2ccccc2n1C | -11 | -2 | -8 | 0.2 | 18 | 2 | 0.0 | -4 | 0
Cc1ccc(NC(=O)C2CCCN2C(=O)OC(C)(C)C)cc1C (configuration not stated) | -11 | 2 | -4 | -0.1 | -33 | -5 | -0.4 | -5 | 0
COCCCNC(=O)CCc1ccc(S(=O)(=O)Nc2ccc(C)cc2)cc1 | -10 | -5 | -3 | 0.2 | -8 | -7 | 1.1 | -3 | 7
O=c1c(C(c2nnnn2C2CCCCC2)N2CCCCC2)coc2ccc(Cl)cc12 (configuration not stated) | -4 | 15 | 1 | -0.1 | 11 | -16 | 0.6 | -4 | 3
CN(Cc1c(C(=O)N/N=C/c2ccc(O)cc2)nnn1-c1nonc1N)c1ccccc1 | -6 | 15 | -10 | 0.2 | 42 | 12 | 3.6 | -1 | 11
COc1cccc(/C=N/Nc2snc(SC)c2C#N)c1O | 4 | 16 | -10 | 17* | 60* | 0 | 13 | 10 | 75*
C=CCn1c(Cc2ccc(OC)cc2)nnc1SCc1nc2ccccc2c(=O)[nH]1 | 4 | -14 | -1 | 0.7 | -12 | -15 | 1.0 | -3 | 7
COCCNC(=O)CN(C(=O)Cn1nnc2ccccc21)c1ccccc1C | 7 | -25 | -15 | 0.6 | 4 | -7 | -0.3 | -3 | 0
CN1CCN(C(=O)CCC(=O)NCc2ccc(F)cc2)CC1 | 11 | -9 | -1 | 0.7 | 18 | 0 | -0.7 | -1 | 2
COc1ccc(N2CCN(CC(O)COCc3ccccc3)CC2)cc1 (configuration not stated) | 5 | -13 | -10 | 1.4 | 4 | -12 | 0.6 | -7 | 0
Cc1nc2ccccc2c(=O)n1CCc1ccc(O)cc1 | -1 | 14 | -10 | 2.5 | 17 | 0 | 6.2 | -1 | 13
O=C(NNC(=O)c1ccc(-c2ccccc2)cc1)c1ccccc1 | 13 | -3 | 12* | 0.7 | -1 | -3 | 0.6 | -7 | 0
CC1Cc2ccccc2N1C(=O)CNc1ccccc1N1CCCCC1 (configuration not stated) | 0 | -4 | -3 | -0.3 | -9 | 1 | -1.7 | -6 | -1
CNc1snc(C)c1C(=O)OCC(=O)Nc1ccc(C)cc1F | 3 | -1 | · | 9.1 | 16 | · | · | 0 | 6
COC(=O)c1ccc(NC(=O)CN(c2ccc(OC)cc2)S(C)(=O)=O)cc1 | 1 | 1 | 0 | -0.2 | -5 | -2 | 0.4 | -1 | 12
Cc1ccc(-c2cc(C(=O)NC3CCN(Cc4ccccc4)CC3)c3ccccc3n2)cc1 | -17 | 21 | -4 | -0.6 | 0 | -14 | 0.7 | -3 | 2
(continued)
SMILES | CHO-K1 Ca PAM | CHO-K1 Ca antag | OXTR potentiator | M1 ag parental | TAAR1 antag | CHO parental Ca | V1R ag counter | M1 ag | TAAR1 agonist
O=C(c1ccco1)N1CCN(Cc2cccc(F)c2)CC1 | 15 | -7 | -8 | 0.5 | 5 | 1 | 0.3 | -7 | 5
COc1ccc(C2C(C(=O)N3CCCC3)CC(=O)N2c2ccc(OC)cc2)cc1 (configuration not stated) | -6 | 10 | -5 | 0.5 | 12 | -13 | 0.7 | -1 | 3
Cc1ccc(NC(=O)c2ccc([N+](=O)[O-])o2)cc1S(=O)(=O)N1CCOCC1 | 10 | -8 | -5 | 2.8 | 5 | -11 | 0.2 | -4 | 7
O=C(O)c1ccn(Cn2cnc3ccccc32)n1 | 17 | -7 | -4 | 0.0 | 3 | 9 | 0.1 | 0 | 16
O=C(c1cc(COc2ccc(F)c(F)c2)on1)N1CCN(C/C=C/c2ccccc2)CC1 | -1 | -10 | · | 5.3 | 13 | · | · | -3 | 4
O=C(C1CCCN1S(=O)(=O)c1ccc(Cl)cc1)N1CCCCC1 (configuration not stated) | 5 | 0 | -4 | 0.5 | -15 | -15 | 0.4 | -2 | 2
Cc1ccc(NC(=O)C(=O)c2c[nH]c3ccccc23)cc1 | -3 | 6 | · | 0.3 | 22 | · | · | 2 | 0
CCc1nc2c(OCc3ccc(C(=O)N(C)C)cc3)cccn2c1N(C=O)Cc1ccccc1 | -8 | -1 | · | 1.8 | 10 | · | · | -4 | 4
Cc1nc(CC(=O)N2CCN(c3cccc(C)c3C)CC2)cs1 | 16 | -14 | -1 | 1.1 | -2 | -20 | -0.3 | -6 | 14
O=C(CCC(=O)N1CCSc2ccccc21)NCc1cccc(Br)c1 | -11 | 14 | -17 | 2.2 | 24 | -24 | 1.6 | -3 | 6
CN(C)/C=C/C(=O)c1ccccc1OCc1cnc(Cl)s1 | 3 | -12 | -20 | 4.1 | 34 | -18 | 0.0 | -2 | 12
CC(C)c1ccc(CNC(=O)C2CCCN2S(=O)(=O)c2ccccc2)cc1 (configuration not stated) | -9 | -9 | -6 | 3.5 | -15 | -16 | 2.0 | 1 | 14
C=CCn1c(SCC(=O)Nc2cccc(C)c2)nnc1-c1cnccn1 | 8 | 5 | 1 | 0.5 | -10 | -9 | -0.3 | -3 | 3
Cc1ccc(N2CCN(S(=O)(=O)c3ccc(-n4cnnn4)cc3)CC2)c(C)c1 | 31 | -22 | -9 | 1.3 | -1 | -14 | 1.0 | -3 | -2
CCC(C)C(=O)Nc1nnc(SCC(=O)Nc2ccccc2F)s1 (configuration not stated) | 16 | -18 | -4 | 1.6 | -23 | -18 | -1.0 | -2 | 3
COc1ccc(-c2cccc([C@H]3[C@@H]4C=CCC[C@@]4(C)C(=O)N3Cc3ccccc3)c2)cc1 | 22 | -18 | -4 | 1.1 | -5 | -29 | -0.1 | -1 | 10
O=C(CCN1C(=O)c2ccccc2C1=O)N1CCC(c2ccccc2)C1 (configuration not stated) | 16 | -4 | 0 | 4.4 | -4 | -11 | -0.2 | -6 | 17
COc1ccc(-c2c[n+](CC(=O)OC3CC(C)CCC3C(C)C)c3n2CCC3)cc1 (configuration not stated) | 7 | 2 | -12 | 0.9 | 1 | 7 | 1.1 | -6 | 3
COc1cccc(CNc2nc3cc(-c4ccc(C)cc4)sc3c(=O)n2C)c1OC | 26 | -16 | · | 1.4 | 5 | · | · | -4 | 1
Cc1ccc(C)c(N2CCN(C(=O)CCS(=O)(=O)c3cccc4nonc34)CC2)c1 | 10 | 4 | -27 | 2.1 | 14 | -9 | 3.5 | -3 | 3
Cc1oc2nc(SCC(=O)NCCCO)nc(N)c2c1C | 20 | -14 | 1 | 0.5 | 8 | -3 | -0.4 | -5 | 5
COc1ccc(N(CC(=O)Nc2ccc(F)cc2F)S(=O)(=O)c2c(C)nn(C)c2C)cc1 | -9 | -8 | -12 | 1.1 | -17 | -5 | -0.2 | -4 | -1
COc1cc(CN2C[C@@H](CO)O[C@@H](n3cnc4c(NC5CC5)ncnc43)C2)cc(OC)c1OC | -2 | 11 | · | 0.4 | 13 | · | · | 2 | 0
O=C(c1cc(COc2ccccc2)on1)N1CCCC(OCc2cccnc2)C1 (configuration not stated) | 6 | 10 | -6 | 0.9 | 0 | 0 | 5.9 | 2 | 1

Among those listed so far, six have a Cl atom.
SMILES | CHO-K1 Ca PAM | CHO-K1 Ca antag | OXTR potentiator | M1 ag parental | TAAR1 antag | CHO parental Ca | V1R ag counter | M1 ag | TAAR1 agonist
CC(C)(C)OC(=O)[C@H](Cc1ccccc1)NC(=O)c1[nH]cnc1C(=O)Nc1ccc(Cl)cc1 | 7 | -6 | -11 | 0.1 | -8 | -8 | 1.5 | -4 | 0
CCn1nc(C)c(Br)c1C(=O)Sc1ccccc1Cl | 20 | -10 | -6 | 1.4 | -28 | 3 | -0.2 | -1 | 1
O=C(CSc1ncn[nH]1)NCCc1ccc(Cl)cc1 | -15 | 16 | 2 | -0.2 | 21 | 3 | 0.7 | -1 | 0
O=c1c(C(c2nnnn2C2CCCCC2)N2CCCCC2)coc2ccc(Cl)cc12 (configuration not stated) | -4 | 15 | 1 | -0.1 | 11 | -16 | 0.6 | -4 | 3
O=C(C1CCCN1S(=O)(=O)c1ccc(Cl)cc1)N1CCCCC1 (configuration not stated) | 5 | 0 | -4 | 0.5 | -15 | -15 | 0.4 | -2 | 2
CN(C)/C=C/C(=O)c1ccccc1OCc1cnc(Cl)s1 | 3 | -12 | -20 | 4.1 | 34 | -18 | 0.0 | -2 | 12

Screens deposited in PubChem BioAssay by The Scripps Research Institute Molecular Screening Center.
